# Compound activity from PubChem BioAssay.
# Jurkat NFkB inh: inhibitors of induced NF-kB luciferase reporter, primary screen, TCR NF-kB activation inhibitor project, cell-based, luminescence, uHTS; Jurkat, PMA/ionomycin-induced NF-kB luciferase reporter; inhibition, % at 4 µM; 330,000 tested, 0.53% active; AID 435003, 2010; in the data active = inhibition above about 50%
# UPR XBP1 act: activators of adaptive XBP1 UPR arm, primary screen, cell-based, CHO-XBP1 luciferase reporter, luminescence, uHTS; IRE1-XBP1 UPR activation; percent of tunicamycin response, DMSO as zero; activation, % at 20 µM; 330,000 tested, 0.33% active; AID 463104, 2010;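 active = versus positive control, 20 µM dose yields 30% or more activation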;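 also: 100% = tunicamycin at 10 µg/mL and 0% = DMSO only wells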
#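 incubation = overnight seeding at 37 °C, 6 h compound treatment at 37 °C | assay system = CHO-XBP1 cells stably carrying IRE1-XBP1-driven luciferase reporter | input = 1000 cells per well | detection = luciferase luminescence | dosing = single point, 20 µM final compound, 1% DMSO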
# Mdm2-MdmX inh: inhibitors of human Mdm2-MdmX association, primary screen, cell-based, luminescence, split luciferase, SaOS-2, uHTS | 330,000 tested, 3% active | AID 485346, 2010 | SaOS-2 split-luciferase Mdm2/MdmX complementation | Protein Mdm4 (Homo sapiens) + E3 ubiquitin-protein ligase Mdm2 (Homo sapiens), … | inhibition, % at 8 µM;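 active = inhibition of at least 50% at 8 µM in the primary screen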
# Target sequence (O15151 whole entry, looked up): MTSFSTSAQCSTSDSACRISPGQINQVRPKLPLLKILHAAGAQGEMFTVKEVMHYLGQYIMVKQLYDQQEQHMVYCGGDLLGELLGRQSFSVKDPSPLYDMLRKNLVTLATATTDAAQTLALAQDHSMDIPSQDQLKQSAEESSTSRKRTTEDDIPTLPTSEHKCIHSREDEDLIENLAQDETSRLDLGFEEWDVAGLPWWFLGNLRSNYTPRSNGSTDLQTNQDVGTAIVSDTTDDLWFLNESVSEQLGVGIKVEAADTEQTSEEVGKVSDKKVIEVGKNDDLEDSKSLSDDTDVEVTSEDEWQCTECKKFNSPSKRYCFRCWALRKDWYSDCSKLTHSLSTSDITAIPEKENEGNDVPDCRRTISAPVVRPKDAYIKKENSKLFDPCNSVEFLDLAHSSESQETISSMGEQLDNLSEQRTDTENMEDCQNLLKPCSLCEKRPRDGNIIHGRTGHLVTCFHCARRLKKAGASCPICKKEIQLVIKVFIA
# Target sequence (Q00987 whole entry, looked up): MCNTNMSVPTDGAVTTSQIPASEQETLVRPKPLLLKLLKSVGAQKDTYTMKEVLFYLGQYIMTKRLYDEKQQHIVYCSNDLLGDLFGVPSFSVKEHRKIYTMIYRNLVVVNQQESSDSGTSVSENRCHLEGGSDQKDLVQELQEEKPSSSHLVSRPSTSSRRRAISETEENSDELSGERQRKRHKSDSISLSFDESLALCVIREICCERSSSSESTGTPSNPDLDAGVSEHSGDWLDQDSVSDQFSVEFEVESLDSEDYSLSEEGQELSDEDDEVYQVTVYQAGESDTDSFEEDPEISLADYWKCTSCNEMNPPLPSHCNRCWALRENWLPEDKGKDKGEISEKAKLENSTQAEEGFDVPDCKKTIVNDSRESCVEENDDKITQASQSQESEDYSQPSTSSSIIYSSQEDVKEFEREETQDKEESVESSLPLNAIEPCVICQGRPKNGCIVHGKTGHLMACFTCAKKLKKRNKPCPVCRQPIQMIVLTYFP
# UPR CHOP act: activators of apoptotic CHOP UPR arm, primary screen, cell-based, CHO-CHOP luciferase reporter, luminescence, uHTS; UPR activation; percent of tunicamycin response over DMSO baseline; activation, % at 10 µM; 330,000 tested, 0.34% active; AID 449763, 2010;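 active = at 10 µM dose, activation of 40% or more, normalized to positive control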;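 also: 100% = tunicamycin at 10 µg/mL and 0% = DMSO alone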
#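 System: CHO-CHOP luciferase reporter cell line; amount: 500 cells/well; buffer or medium: F12 medium containing 10% fetal bovine serum; incubation: 6 h compound exposure at 37 °C after overnight seeding; measured by: luciferase luminescence after 10 min with Steady-Glo reagent; evaluation: % reporter activation, DMSO baseline versus tunicamycin full activation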
# 697 NFkB inh: inhibitors of PMA/ionomycin-induced NF-kB reporter, 697 cells, primary screen, B-cell NF-kB inhibitor project, cell-based, luminescence, uHTS | 330,000 tested, 0.33% active | inhibition, % at 4 µM | 697 B-cell NF-kB luciferase reporter, 16 h; in the data active = inhibition above about 35%
# TIM10 inh: growth inhibitors of isogenic TIM10 control yeast, primary screen, counter-screen for tim10-1 yeast inhibitor project, luminescence, uHTS. S. cerevisiae TIM10 strain growth, BacTiter-Glo luminescence, 24 h. inhibition, % at 10 µM. 330,000 tested, 1.4% active. AID 463195, 2010;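 active = inhibition of 40% or more at the single tested concentration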;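 also: wild-type TIM10 isogenic control strain grown at permissive 25 °C; 0% = DMSO yeast wells and 100% = minimal medium wells without yeast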
# tim23-1 inh: growth inhibitors of tim23-1 mutant yeast, primary screen, luminescence, uHTS | inhibition, % at 20 µM | S. cerevisiae tim23-1 growth, BacTiter-Glo luminescence, 24 h | 330,000 tested, 1.3% active;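 active = growth inhibition of the mutant yeast at or above 50%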;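 also: temperature-sensitive mutant grown at 25 °C; plate controls were DMSO-treated mutant yeast for no effect and medium wells lacking yeast for full effect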
# tim10-1 inh: growth inhibitors of tim10-1 mutant yeast, primary screen, luminescence, uHTS | S. cerevisiae tim10-1 ts strain growth, BacTiter-Glo, 24 h | inhibition, % at 20 µM | 330,000 tested, 2.2% active;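 active = inhibition of at least 40%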;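 also: mutant grown at 25 °C; 0% = DMSO wells with yeast and 100% = wells holding no yeast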
# Numbers without * were called inactive. Compounds as they come; overall some 6.6% were active at least once.
SMILES,Jurkat NFkB inh,UPR XBP1 act,Mdm2-MdmX inh,UPR CHOP act,697 NFkB inh,TIM10 inh,tim23-1 inh,tim10-1 inh
CC1CCN(S(=O)(=O)c2cn(CC(=O)Nc3cccc(C#N)c3)cn2)CC1,-12,-9,21,-1.1,4,-4,2,15
CC1Cc2ccccc2N1C(=O)COC(=O)c1ccc(Cl)nc1 (stereo unspecified),-13,-1,8,2.7,6,18,-6,15
CCN(CC)CCCNC(=O)c1nn(-c2ccccc2OC)c(=O)c2ccccc12,-11,-2,6,1.5,-5,-9,0,4
Cc1ccc(CN(CC(=O)NCC2CCCO2)S(=O)(=O)c2ccc(C)cc2)cc1 (stereo unspecified),4,-6,7,0.7,15,13,22,8
CCc1ccc(Cc2cnc(NC(=O)C3=NCCN3)s2)cc1,-1,-3,21,-0.9,-14,11,-94,39
COc1cc(OC)c(C(=O)OCC(=O)NCCc2ccccc2)cc1OC,9,-1,-17,-0.2,10,7,2,0
COc1ccc(N=C2SC(C(=O)Nc3ccc(C(=O)O)cc3)CC(=O)N2Cc2cccs2)cc1 (stereo unspecified),2,-2,26,1.8,12,-3,-4,8
Cc1nc(-c2ccc(F)cc2)c(CC(=O)N2CCN(S(=O)(=O)c3ccccc3Br)CC2)s1,-4,-4,-2,0.4,10,-12,-20,-10
c1cc2c3c(cccc3c1)NC(c1ccc3c(c1)OCO3)N2,22,3,8,0.9,-116,20,46,36
N=c1nc(-c2ccccc2)ccn1O,9,-1,6,-2.4,9,0,-6,-6
Cc1ccccc1OCC(=O)Nc1cc(Cl)ccc1Oc1ccccc1,8,0,-15,2.8,-10,4,9,19
Cc1cc2cc(CN(Cc3ccco3)C(=O)NCc3ccccc3)c(=O)[nH]c2cc1C,4,-4,-6,-2.7,12,1,12,15
CCOc1ccc2oc(C(=O)N3CC(C)OC(C)C3)c(C)c2c1 (stereo unspecified),1,-1,10,2.5,13,-2,13,19
COc1ccc(C2C(C(=O)NCc3ccccn3)CCC(=O)N2c2cc(OC)c(OC)c(OC)c2)cc1 (stereo unspecified),4,-3,-10,-1.3,8,0,-3,5
Cc1cc(NC(=O)CCC(=O)N(Cc2cccs2)C(C)(C)C(=O)NC2CCCCC2)no1,11,-5,6,1.8,-4,5,-10,1

# Part of the list above in order of count of non-hydrogen atoms, rising.
SMILES,Jurkat NFkB inh,UPR XBP1 act,Mdm2-MdmX inh,UPR CHOP act,697 NFkB inh,TIM10 inh,tim23-1 inh,tim10-1 inh
CCOc1ccc2oc(C(=O)N3CC(C)OC(C)C3)c(C)c2c1 (stereo unspecified),1,-1,10,2.5,13,-2,13,19
CCN(CC)CCCNC(=O)c1nn(-c2ccccc2OC)c(=O)c2ccccc12,-11,-2,6,1.5,-5,-9,0,4
COc1ccc(N=C2SC(C(=O)Nc3ccc(C(=O)O)cc3)CC(=O)N2Cc2cccs2)cc1 (stereo unspecified),2,-2,26,1.8,12,-3,-4,8

# (more compounds)
SMILES,Jurkat NFkB inh,UPR XBP1 act,Mdm2-MdmX inh,UPR CHOP act,697 NFkB inh,TIM10 inh,tim23-1 inh,tim10-1 inh
CC1CCc2sc(C(=O)N=Nc3c(O)[nH]c4ccccc34)cc2C1 (stereo unspecified),1,-1,4,1.9,13,21,7,14
CN1CCN(C(=O)c2ccccc2-c2nc(-c3ccccc3)no2)CC1,-10,7,-14,1.9,-16,-5,23,14
CCC(C)c1ccc(NC(=O)CSc2nncn2N)cc1 (stereo unspecified),10,-3,-1,-1.8,-3,7,20,22
O=C(CSc1cccc2cccnc12)Nc1ccc(S(=O)(=O)N2CCOCC2)cc1,9,8,28,12,19,33,31,25
CC(C)CNc1oc(-c2ccco2)nc1C#N,-6,0,1,-1.3,-4,-15,8,15
Cc1ccc(NC2c3ncccc3C(=O)N2c2ccccc2C)cc1C (stereo unspecified),-7,5,5,1.8,6,15,20,28
C#CCN(C(=O)c1ccc(OC2CCN(C(=O)CCOC)CC2)cc1)C1CCCCC1,0,-3,15,2.0,-14,-1,10,13
CCOC(=O)N1CCN(C(=O)c2ccc(Cl)c(S(=O)(=O)N3CCOCC3)c2)CC1,15,2,0,0.5,-11,-9,13,7
COc1cc(/C=C(\C#N)C(=O)NC2CCCCC2C)ccc1OS(=O)(=O)c1ccc(C)cc1 (stereo unspecified),14,23,100*,76*,3,34,36,36
CC/C(=N\NC(=S)Nc1ccc(OC)cc1)c1ccc(OC(F)F)cc1,-9,-1,19,-0.4,-27,34,53*,54*
CCN(CC(=O)Nc1ccccc1C(F)(F)F)C(=O)CSCc1ccc(C)cc1,-1,0,15,1.9,-7,7,18,13
CC(=O)c1cc(CCC(=O)NC2CCCCCC2)oc1C,12,-5,27,-0.3,6,-7,5,1
CC(C)c1ccc(N2C(=NC(=O)C3CC3)SC3CS(=O)(=O)CC32)cc1 (stereo unspecified),-4,1,16,-0.5,7,3,4,-9
O=C1NCCN1CCNS(=O)(=O)c1cc(C(F)(F)F)cc(C(F)(F)F)c1,7,-4,-18,0.8,11,7,1,-12
CC(C)(C)N(NC(=O)Nc1ccccc1)C(=O)c1ccccc1Cl,0,2,-23,1.1,7,3,1,10
COc1ccccc1C(c1nnnn1C(C)(C)C)N1CCN(Cc2ccccc2)CC1 (stereo unspecified),-6,0,-42,2.0,-13,-1,6,14
N#Cc1nc(COc2ccccc2)oc1N1CCN(c2cccc(Cl)c2)CC1,5,1,-7,-1.0,-27,-6,19,19
CCCN1C(=O)/C(=C/c2ccco2)SC1=Nc1ccc(OC)cc1,16,7,8,0.3,2,-2,-3,11
Clc1ccc(-c2nnc(-c3ccc(Br)o3)o2)c(Cl)c1,-118,2,-185,-0.3,-124,14,9,12
Cc1nc2ccccc2c2oc(C(=O)Nc3ccc4c(c3)OCCO4)cc12,-8,3,17,0.4,1,-7,2,-10
C=CCNC(=O)CN(CCc1ccccc1)S(=O)(=O)c1ccccc1,0,-2,5,0.6,0,4,9,11
CCc1cc(C(c2ccccn2)N2CCN(C)CC2)c(NC(=O)c2ccccc2)s1 (stereo unspecified),6,-3,36,0.0,-8,9,22,6
CN1C(=O)/C(=C/c2ccc(O)c([N+](=O)[O-])c2)N(C)C1=S,3,1,6,2.2,2,3,14,13
COc1cc(C2N(c3ccccc3)CCN2c2ccccc2)ccc1OC(C)=O,-8,-1,15,2.0,-5,-1,-5,-2
O=C1NCCN1C(=O)c1ccco1,6,1,7,-0.7,-5,0,14,2
COc1ccccc1-c1ccc2nnc(SCC(=O)N3CCCC3)n2n1,-5,-4,-4,-0.5,6,-1,-5,-9
COc1cccc(CN2CCN(C3CCN(c4ccccc4F)CC3)CC2CCO)c1 (stereo unspecified),10,5,4,-0.7,-3,6,-1,-2
CC1CN(C(=O)c2ccccc2C(=O)c2ncc[nH]2)CC(C)O1 (stereo unspecified),-4,-1,-11,-1.1,17,-12,-5,-7
O=C(CCn1nc(-c2ccccc2)c2ccccc2c1=O)N1CCN(c2ccccc2)CC1,2,0,10,-1.2,-15,4,23,11
Cc1ccc(-c2nnc(SCC(=O)CC(=O)Nc3ccccc3)n2C)cc1,-11,-1,-8,0.8,9,17,14,10

# In the list so far, these contain two or more sulfur atoms:
SMILES,Jurkat NFkB inh,UPR XBP1 act,Mdm2-MdmX inh,UPR CHOP act,697 NFkB inh,TIM10 inh,tim23-1 inh,tim10-1 inh
COc1ccc(N=C2SC(C(=O)Nc3ccc(C(=O)O)cc3)CC(=O)N2Cc2cccs2)cc1 (stereo unspecified),2,-2,26,1.8,12,-3,-4,8
Cc1nc(-c2ccc(F)cc2)c(CC(=O)N2CCN(S(=O)(=O)c3ccccc3Br)CC2)s1,-4,-4,-2,0.4,10,-12,-20,-10
O=C(CSc1cccc2cccnc12)Nc1ccc(S(=O)(=O)N2CCOCC2)cc1,9,8,28,12,19,33,31,25
CC(C)c1ccc(N2C(=NC(=O)C3CC3)SC3CS(=O)(=O)CC32)cc1 (stereo unspecified),-4,1,16,-0.5,7,3,4,-9

# Shown as a hit in Mdm2-MdmX inh, of those listed so far:
SMILES	Jurkat NFkB inh	Mdm2-MdmX inh	697 NFkB inh
COc1cc(/C=C(\C#N)C(=O)NC2CCCCC2C)ccc1OS(=O)(=O)c1ccc(C)cc1 (stereo unspecified)	14	100*	3

# Going on with the list:
SMILES,Jurkat NFkB inh,UPR XBP1 act,Mdm2-MdmX inh,UPR CHOP act,697 NFkB inh,TIM10 inh,tim23-1 inh,tim10-1 inh
O=C(COc1ccccc1)c1cn(CC(=O)N2CCOCC2)c2ccccc12,-5,5,-10,-2.0,4,-13,3,-2
O=C(COc1ccccc1)NCC(c1ccco1)N1CCCCC1 (stereo unspecified),2,-2,-30,0.7,5,-4,-12,-7
CCOc1ccccc1NC(=O)CSc1nccn1-c1ccccc1,10,-3,-10,1.0,4,12,37,33
Cc1ccc(S(=O)(=O)Cc2ccc(C(=O)NCCc3ccccc3)o2)cc1,8,-7,-2,0.8,-6,6,24,10
CCOc1ccc(NC(=O)CN2C(=O)COc3ccc(S(=O)(=O)N4CCCC4)cc32)cc1,-7,-9,2,-1.9,15,-5,-4,-3
Cc1ccccc1CSCCNC(=O)c1ccc(N(C)S(=O)(=O)c2ccccc2)cc1,3,-1,18,-2.4,4,20,26,27
O=C1c2oc3ccc(Cl)cc3c(=O)c2C(c2ccccn2)N1CCCN1CCOCC1 (stereo unspecified),5,-2,1,1.5,8,11,-5,1
CCCc1nnc(SCC(=O)NC2CC2)n1CC,-3,-6,14,0.2,-3,8,15,-15
CCSc1nnc(NC(=O)Cc2ccc(OC)c(OC)c2)s1,2,-2,8,1.1,-8,-3,6,-2
O=S(=O)(c1ccc(Cl)cc1)N1CCC(O)(c2cccnc2)CC1,2,-4,-3,-1.5,8,8,23,13
Cc1cc(N2CCN(Cc3cn(C)nc3-c3cccc(Cl)c3)CC2)cc(C)n1,62*,-2,61*,0.7,-23,5,-1,14
COc1ccc(NC(=S)N2CCC(NC(=O)c3cccc(F)c3)CC2)cc1,4,-3,11,0.8,6,-13,8,-9
CC(C)(C)c1ccc(/C=N/N2CCN(c3ccccn3)CC2)cc1,-22,-1,27,2.0,-12,-2,24,24
Cc1nc(CNS(=O)(=O)c2ccc(Oc3ccccc3)cc2)cs1,26,-4,22,1.1,-34,-17,16,28
COc1ccccc1N1CCN(C(=O)c2coc(=O)c(Br)c2)CC1,-5,-6,16,-0.9,3,-7,11,-16
